H9c2 TAG inh = inhibitors of triacylglycerol accumulation; inhibition, % at 12.5 µM; H9c2 cells, Nile Red lipid (TAG) fluorescence; cells loaded with 200 µM oleic acid; actives 0.66% (n = 230,000);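 active = pattern-corrected inhibition of lipid staining of at least 50% with the nuclear-stain viability signal not falling by more than 50%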;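 also: 0% = DMSO wells and 100% = triacsin C control wells; some results filed as inactive read as strong as hits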
H9c2 TAG inh DAPI viability = further read-out of H9c2 TAG inh, marked with its call; DAPI nuclei signal change (viability), lower = more cytotoxic, %;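 whole-well DAPI fluorescence read on a plate reader as a viability signal; minus 50 percent equals half of cells still viable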
* marks the source's active call; other numbers are inactive results; & = joins results of further samples. A portion of the library, so the mix of outcomes need not match the whole.

1: CC(=O)NCCCCCC(=O)O
2: COc1c(O)cc2c(c1O)C1OC(CO)C(O)C(O)C1OC2=O (stereo not given)
3: CC(C)(CO)[C@@H](O)C(=O)NCCC(=O)O
4: Cc1cc(C)nc(/N=C(\N)Nc2ccc(S(N)(=O)=O)cc2)n1
5: CN(C)CCCN1c2ccccc2Sc2ccccc21
6: CC(=O)O[C@]1(C(C)=O)CC[C@H]2[C@@H]3C=C(Cl)C4=CC(=O)[C@@H]5C[C@@H]5[C@]4(C)[C@H]3CC[C@@]21C

Screen / compound no. | 1 | 2 | 3 | 4 | 5 | 6
H9c2 TAG inh | 2.5 | -10.2 | 1.2 | -17.4 | 60.5* | -4.8
H9c2 TAG inh DAPI viability | 5.4 | 0.5 | -4.7 | 1.2 | -38.0* | 1.0

Grouped by structure: the entries above with sulfur.
4: Cc1cc(C)nc(/N=C(\N)Nc2ccc(S(N)(=O)=O)cc2)n1
5: CN(C)CCCN1c2ccccc2Sc2ccccc21

Screen / compound no. | 4 | 5
H9c2 TAG inh | -17.4 | 60.5*
H9c2 TAG inh DAPI viability | 1.2 | -38.0*

(list continues)
7: C[C@H]1c2cccc(O)c2C(=O)C2C(=O)C3(O)C(=O)C(C(N)=O)C(=O)[C@@H](N(C)C)[C@@H]3[C@@H](O)[C@@H]21 (stereo not given in full)
8: CCCOc1ccccc1-c1nc2n[nH]nc2c(=O)[nH]1
9: CC(C)=CC(=O)O[C@@H]1Cc2cc3ccc(=O)oc3cc2OC1(C)C
10: O=C1NCC2(CCN(CCc3ccccc3)CC2)O1
11: Cc1nnc(NS(=O)(=O)c2ccc(N)cc2)s1
12: CC1=C(C(=O)O)N2C(=O)[C@@H](NC(=O)[C@H](N)c3ccc(O)cc3)[C@H]2SC1

Screen / compound no. | 7 | 8 | 9 | 10 | 11 | 12
H9c2 TAG inh | 5.3 | -2.4 | -1.2 | -4.0 | -43.0 | -11.3
H9c2 TAG inh DAPI viability | -8.3 | -4.3 | -6.2 | 5.1 | 14.0 | 9.9

Grouped by structure, the compounds so far containing a carbonyl joined to an NH by a bond outside any ring (four)
1: CC(=O)NCCCCCC(=O)O
3: CC(C)(CO)[C@@H](O)C(=O)NCCC(=O)O
7: C[C@H]1c2cccc(O)c2C(=O)C2C(=O)C3(O)C(=O)C(C(N)=O)C(=O)[C@@H](N(C)C)[C@@H]3[C@@H](O)[C@@H]21 (stereo not given in full)
12: CC1=C(C(=O)O)N2C(=O)[C@@H](NC(=O)[C@H](N)c3ccc(O)cc3)[C@H]2SC1

Screen / compound no. | 1 | 3 | 7 | 12
H9c2 TAG inh | 2.5 | 1.2 | 5.3 | -11.3
H9c2 TAG inh DAPI viability | 5.4 | -4.7 | -8.3 | 9.9

Next part:
Fields – H9c2 TAG inh, H9c2 TAG inh DAPI viability
(13) CC(=O)[C@H]1CC[C@H]2[C@@H]3C[C@H](C)C4=CC(=O)CC[C@]4(C)[C@H]3[C@@H](O)C[C@]12C
    24.0, 2.6
(14) Cc1onc(-c2ccccc2Cl)c1C(=O)N[C@@H]1C(=O)N2[C@@H]1SC(C)(C)[C@@H]2C(=O)O
    -7.7&-16.6, 1.6&6.5
(15) CC(C)Cc1ccc([C@H](C)C(=O)O)cc1
    -10.4, 1.4
(16) C[C@]12CC[C@H]3[C@@H](CCC4=CC(=O)CC[C@@]43C)[C@@H]1CC[C@@H]2C(=O)CO
    15.5, 4.1
